AI-2 QS modul: Vibrio harveyi AI-2 quorum sensing modulators, primary screen, JMH597 strain, luminescence/OD600 ratio | Vibrio harveyi JMH597 AI-2 luminescence/OD600 ratio, 9 h; stronger effect = lower value; strain lacks LuxN and CqsS sensors; 0 = neutral-control median | activity change, % at 7.5 µM | 300,000 tested, 0.4% active; in the data active = activity change below about -75%, passing the limit was not always enough; inconclusive = no clear call, values can overlap the other calls;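 note: luminescence divided by OD600 gain over 9 h not by final OD600 alone; inactives centre near 13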
HDAC3 inhib: HDAC3 deacetylase inhibitors, primary screen, biochemical, fluorescence, cell-free homogeneous | recombinant HDAC3, fluorogenic peptide/trypsin coupled | Histone deacetylase 3 (Homo sapiens), O15379 | 320,000 tested, 0.15% active | inhibition, % at 8.3 µM | AID 2718, 2010; in the data active = inhibition above about 26%, passing the limit was not always enough; inconclusive = no clear call, values can overlap the other calls
GSK3beta inhib: human GSK3beta kinase inhibitors, primary screen, biochemical, cell-free homogeneous, HTS; 300,000 tested, 0.038% active; Glycogen synthase kinase-3 beta (Homo sapiens), P49841; activity score (negative = inhibition), % at 10 µM; GST-GSK3beta kinase, ADP-Glo luminescence, 60 min; stronger effect = lower value; AID 2097, 2009;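 active = more than half of replicate wells score below -50%, meaning over 50% inhibition versus plate controls; inconclusive = some replicates but at most half score below -50%; inactive = no replicate scores below -50%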;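 note: 0% = median DMSO wells and -100% = median GW8510 positive control wells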
Target sequence (P49841 whole entry, looked up): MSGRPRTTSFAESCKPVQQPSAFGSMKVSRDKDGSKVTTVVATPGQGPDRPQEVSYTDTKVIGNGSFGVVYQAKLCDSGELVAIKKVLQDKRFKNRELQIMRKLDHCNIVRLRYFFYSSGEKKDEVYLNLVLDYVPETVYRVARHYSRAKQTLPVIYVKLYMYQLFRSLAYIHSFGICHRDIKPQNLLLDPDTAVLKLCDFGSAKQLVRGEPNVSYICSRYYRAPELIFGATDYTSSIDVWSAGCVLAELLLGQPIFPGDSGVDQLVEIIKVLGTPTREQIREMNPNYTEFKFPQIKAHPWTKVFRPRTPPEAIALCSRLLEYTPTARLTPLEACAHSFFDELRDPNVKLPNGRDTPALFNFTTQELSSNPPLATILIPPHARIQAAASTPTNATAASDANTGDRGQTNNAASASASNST
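Assay system: GST-fused GSK3beta enzyme, cell-free / Medium: Tris pH 7.5 buffer with MgCl2, DTT, BSA, heparin / Also added: peptide substrate plus 25 µM ATP (final) / Compound: 10 µM single point / Timing: kinase reaction with compound 60 min at room temperature / Detection: ADP-Glo luminescence / Benchmarks: DMSO neutral wells and GW8510 at 20 µM as positive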
HSP90 refold inh: HSP90 inhibitors, primary screen, cell lysate, luminescence; Heat shock protein HSP 90 (rabbit reticulocyte lysate; luciferase refolding); Rabbit reticulocyte lysate, luciferase refolding luminescence, 3 h; inhibition, % at 5.6 µM; 290,000 tested, 0.91% active;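 active = inhibition above the screen-wide mean plus 3 SD, computed separately per campaign, cut at about 16% in these data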;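 note: 0% = DMSO wells and 100% = 60 µM geldanamycin wells; inhibitors lower the luminescence because luciferase stays unfolded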
DYRK1A inh: rat Dyrk1A kinase inhibitors, primary screen, biochemical, single point, plate reader. Dual specificity tyrosine-phosphorylation-regulated kinase 1A (Rattus norvegicus), Q63470. ADP-Glo luminescence, NFATc1 peptide. inhibition, % at 12.5 µM. 310,000 tested, 0.43% active; in the data active = inhibition above about 50%;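 note: plate controls were vehicle with enzyme for no effect and no enzyme for full effect; many of its hits are not listed in these tables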
HSF-1 act: HSF-1 activators, primary screen, NIH3T3-HGL cells, MG132 stress, luminescence, single point; AID 504408, 2011; 300,000 tested, 1.7% active; activation, % at 9 µM; NIH3T3-HGL HSF-1 luciferase reporter, 8 h; 100% = twice DMSO control signal;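 active = mean replicate activation of at least 50% with a set share of replicates each reaching 50%; inconclusive = only one of those two conditions met; inactive = mean below 50% and too few replicates reaching it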;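 note: 0% = median of the neutral control wells and 100% = twice that signal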
PolyA inhibitor: polyadenylation inhibitors in yeast reporter cells, primary screen, luminescence, S. cerevisiae; S. cerevisiae SKY197-pL101 polyadenylation reporter, beta-gal luminescence; efflux-impaired pdr1/pdr3 knockout yeast; score 100 = 6 SD above DMSO; calls only at 12 µM; 300,000 tested, 0.02% active;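 active = lowest replicate activity score at least 50, where 100 means six control SD above control mean; inconclusive = lowest score under 50 but half or more replicates reach 50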;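 note: yeast exposed to compound for 9 h at 30 °C; higher score means more reporter readthrough which indicates perturbed polyadenylation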
HSF1 inh: HSF1 inhibitors in luciferase reporter cells, primary screen, cell-based, NIH3T3, luminescence; activity change, negative = inhibition, % at 7.5 µM (by protocol); 300,000 tested, 0.77% active; NIH3T3-HGL HSE-luciferase, MG132-induced, luminescence 8 h; stronger effect = lower value;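 active = more than half of replicate wells show activity change below -50%, luminescence cut by over half; inconclusive = some wells, but at most half, below -50%; inactive = no replicate well below -50%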;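 note: luciferase reports HSF-1 transcriptional activity via heat shock element; 0% = median of DMSO wells and -100% = zero luminescence signal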
GSK3A inh: blockers of GSK3A enzyme activity – biochemical, luminescence, cell-free homogeneous, HTS, primary screen. Glycogen synthase kinase-3 alpha (Homo sapiens), P49840. GSK-3 alpha kinase, ADP-Glo luminescence, 60 min. 320,000 tested, 0.1% active. AID 2650, 2010. inhibition, % at 10 µM;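 in the data active = inhibition above about 50%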;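 note: GST-tagged GSK-3 alpha with peptide substrate and 25 µM ATP; 0% = DMSO neutral wells and 100% = GW8510 positive control wells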
Target sequence (P49840 whole entry, looked up): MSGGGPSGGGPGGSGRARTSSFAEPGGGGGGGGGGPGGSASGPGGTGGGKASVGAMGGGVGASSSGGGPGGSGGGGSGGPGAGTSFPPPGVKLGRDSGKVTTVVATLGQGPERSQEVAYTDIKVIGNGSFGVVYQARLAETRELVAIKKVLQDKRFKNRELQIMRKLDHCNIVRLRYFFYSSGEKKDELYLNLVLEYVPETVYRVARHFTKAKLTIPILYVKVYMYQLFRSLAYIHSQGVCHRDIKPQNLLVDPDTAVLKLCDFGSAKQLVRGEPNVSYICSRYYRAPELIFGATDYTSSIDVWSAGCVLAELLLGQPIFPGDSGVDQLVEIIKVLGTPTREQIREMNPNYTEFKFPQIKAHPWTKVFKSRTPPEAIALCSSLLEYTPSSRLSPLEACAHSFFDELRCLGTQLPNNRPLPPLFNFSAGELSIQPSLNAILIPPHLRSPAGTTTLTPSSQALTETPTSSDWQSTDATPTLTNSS
Platelet DG rel: inhibitors of platelet dense granule secretion, primary screen, cell-based, MLPCN, human platelets | human platelet-rich plasma, SFLLRN dense granule ATP release, luminescence | 300,000 tested, 0.22% active | inhibition, %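 (compounds screened at 7.5 µM in platelet-rich plasma)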;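 active = mean replicate score, as percent of positive control, at or above 50; inconclusive = mean below 50 but at least one replicate at or above 50; inactive = mean and every replicate below 50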
* = called active by the depositor; i = inactive; u = inconclusive; x = no result given. Not all compounds are listed, so the mix of outcomes need not match the whole.

SMILES | AI-2 QS modul | HDAC3 inhib | GSK3beta inhib | HSP90 refold inh | DYRK1A inh | HSF-1 act | PolyA inhibitor | HSF1 inh | GSK3A inh | Platelet DG rel
c1coc(-c2nc3nc4ccccc4nc3n2CC2CCCO2)c1 (stereo not given) | 37.4 | -106.6 | 3.9 | 10.7 | -6.6 | 56.1* | i | 14.8 | 0.7 | 0.8
Cc1ccc(S(=O)(=O)N(NC2=NS(=O)(=O)c3ccccc32)C(=O)c2ccccc2)cc1 | -3.8 | 1.4 | 1.8 | -2.3 | -3.7 | -3.9 | i | -2.6 | 4.1 | -7.2
CN(C)C=NC(=O)/C(C#N)=C/c1ccccc1 | 28.2 | 1.8 | 2.4 | 1.8 | -1.7 | 9.0 | i | -8.2 | x | -6.8
CCOC(=O)c1cc(-c2ccccc2)sc1NC(=O)COC(=O)c1cccc(S(N)(=O)=O)c1 | 0.4 | -1.1 | -1.4 | 3.6 | -7.6 | -38.9 | i | -36.3 | 0.4 | -1.7
Cc1ccc(OCC(=O)Nc2ccccc2N2CCCC2)c(C)c1 | 23.5 | x | 1.9 | -0.8 | 4.1 | 7.3 | i | -1.4 | 1.0 | 18.3
COc1ccc(NC(=O)CN(C)C(=O)c2cccc(S(=O)(=O)N3CCN(c4ccccc4)CC3)c2)cc1 | 16.6 | -0.2 | 3.1 | x | -1.6 | 14.8 | i | 4.9 | -0.9 | 0.0
Cc1noc(C)c1COC(=O)c1ccc(S(=O)(=O)NCc2ccco2)cc1 | 24.0 | 2.3 | -2.0 | 0.4 | -2.7 | -3.4 | i | 0.8 | -4.9 | -11.7
Cc1ccc(NC(=S)Nc2ccc(Br)cc2)cc1 | 11.1 | 4.3 | 1.9 | -0.7 | 3.7 | 30.0 | i | 21.7 | -0.8 | 7.6
Cn1nccc1C(=O)Nc1ccn(C23CC4CC(CC(C4)C2)C3)n1 | 22.4 | -3.7 | -3.1 | -3.1 | -8.4 | 5.4 | i | 7.5 | -3.6 | 2.0
CCCc1nc2ccccc2c(=O)n1CC(=O)c1ccc(OC)cc1 | 19.8 | -0.8 | 2.8 | 4.7 | 1.8 | 9.2 | i | -6.7 | 7.2 | -2.5
COC(=O)CCN(C1CCCCC1)S(=O)(=O)c1ccc(S(=O)(=O)NC2CCCCC2)cc1 | 6.9 | 14.3 | -1.6 | 6.5 | -6.3 | 9.3 | i | 3.0 | 0.4 | -1.5
COc1cccc(CN(C)C(=O)c2ccc3c(=O)n4c(nc3c2)CCC4)c1OC | 7.1 | 7.6 | 3.9 | -11.5 | -5.5 | 2.2 | i | 4.5 | 0.2 | 0.3
CCc1ccccc1-n1nnnc1SCC(=O)Nc1ccc(N2CCN(C)CC2)cc1 | 0.6 | 8.6 | 3.0 | -0.1 | -4.0 | -1.7 | i | -6.4 | -0.8 | -2.1
Cc1cc(C(=O)NC(=S)Nc2ccccc2N2CCOCC2)ccc1[N+](=O)[O-] | 25.7 | -4.6 | -20.2 | 0.5 | -2.3 | 2.5 | i | -4.3 | -0.5 | 5.6
CC(C)CN1C(=O)C(=O)N(CC(=O)c2ccc3c(c2)OCO3)C1=O | 15.7 | x | 1.1 | x | -2.5 | 6.9 | i | 3.5 | x | 39.5
Cc1ccc2cc3c(NC(=O)c4cccnc4)nn(C)c3nc2c1 | 4.3 | -4.1 | 0.2 | -1.1 | 3.3 | 14.4 | i | 4.6 | 4.0 | -6.9
CC1CCN(C(=O)c2cc(-c3ccc(Cl)c(Cl)c3)on2)CC1 | -79.8* | 1.8 | -1.6 | 5.9 | 1.5 | x | i | x | -2.6 | -1.8
OC1(c2ccc(Br)cc2)CCN(Cc2cccc(Br)c2)CC1 | 14.3 | 8.6 | -6.2 | 1.4 | x | -57.6 | i | -42.6 | -0.6 | -5.8
Cc1cccc(N/N=C(\C#N)S(=O)(=O)C(C)(C)C)c1 | 3.5 | 7.6 | 2.6 | -0.2 | -0.3 | 0.8 | i | -2.1 | -1.9 | -0.8
COc1ccc(CCNC(=O)c2cccc3c2C(=O)N(C2CCCCC2)C3)cc1OC | 11.1 | 2.4 | 0.0 | -4.3 | x | 10.6 | i | -2.8 | 0.0 | -6.2
CCc1ccc(Nc2cc(C)nc3nc(C)nn23)cc1 | 17.2 | 3.2 | 1.0 | 0.3 | 10.2 | -5.9 | i | -7.2 | x | 15.7
O=C(C1CCC1)N1CCC(c2nc3c(nnn3Cc3c(F)cccc3Cl)c(=O)[nH]2)CC1 | x | 1.2 | x | 1.0 | -6.7 | x | x | x | 30.9 | x
COc1ccc(CCNC(=O)CC(NS(=O)(=O)c2ccc(NC(C)=O)cc2)C(C)C)cc1OC (stereo not given) | 11.0 | -2.9 | 2.9 | 10.0 | -0.9 | -22.0 | i | -6.9 | -6.0 | -34.3
COc1ccc(-c2cc(C(N)=O)nc(N3CCCCCC3)n2)cc1 | 7.3 | -12.4 | 0.9 | -4.6 | 2.1 | 14.2 | i | 2.4 | -3.2 | -9.8
CCCc1ccc2oc(C(=O)NCCc3nc(C(=O)OCC)cs3)c(C)c2c1 | 19.0 | x | -0.2 | -4.0 | 7.8 | 29.1 | i | 18.4 | x | -3.6
Carrying on.
SMILES | AI-2 QS modul | HDAC3 inhib | GSK3beta inhib | HSP90 refold inh | DYRK1A inh | HSF-1 act | PolyA inhibitor | HSF1 inh | GSK3A inh | Platelet DG rel
C=CCNC(=O)CSc1nnc(-c2ccccc2Br)n1-c1cccc(C(F)(F)F)c1 | 5.4 | -0.5 | -4.3 | -3.4 | -2.9 | -3.3 | i | 5.8 | -5.2 | 0.8
O=C(NCCc1c[nH]c2ccccc12)c1cccc(S(=O)(=O)Nc2ccccc2Cl)c1 | 54.5 | x | 0.7 | 1.0 | 0.3 | -10.3 | i | -9.1 | -0.7 | -4.0
CC1=C(C(=O)Nc2cccnc2)C(c2ccccn2)n2nnnc2N1 (stereo not given) | 7.2 | 0.4 | -0.1 | 8.5 | -2.4 | 11.3 | i | 6.2 | -1.7 | -11.4
Cc1ccc(Nc2nnc(SC(C)C(=O)Nc3c(C)n(C)n(-c4ccccc4)c3=O)s2)cc1 (stereo not given) | 16.6 | 4.1 | -1.1 | 2.7 | 0.6 | 7.9 | i | 5.2 | -1.1 | 14.7
O=C(CCc1nc2ccccc2[nH]c1=O)OCC(=O)N1CCc2ccccc21 | 18.6 | 1.6 | 1.7 | 1.0 | -6.1 | -8.2 | i | -7.8 | -3.0 | -4.5
Cc1ccc(CNC(=O)[C@@H]2CCC(=O)N2Cc2ccco2)cc1 | 25.4 | -0.8 | 1.4 | -1.3 | -14.3 | 5.6 | i | 5.7 | 0.6 | -2.3
Cc1ccc2[nH]c3c(N4CCOCC4)ncnc3c2c1 | 6.2 | -15.2 | 1.1 | -2.4 | 6.7 | -8.6 | i | 11.2 | -1.1 | 1.6
CCC(=O)N1CCc2cc(S(=O)(=O)NCCC(=O)NCc3ccccc3Cl)ccc21 | 16.0 | u | 0.1 | -0.4 | -4.8 | 5.8 | i | -1.4 | -1.2 | -11.0
O=C1Cc2ccccc2C(=O)N1c1cccc(Cl)c1 | 9.0 | -0.8 | -1.0 | 4.0 | -1.7 | -54.6 | i | -46.3 | 1.0 | 3.9
Cc1ccc(-c2nc(CS(=O)CC(=O)N3CCN(c4ncccn4)CC3)c(C)o2)cc1 (stereo not given) | 12.1 | -1.8 | 2.1 | -2.7 | 6.7 | 7.2 | i | 4.3 | -0.5 | -1.7
O=C(Nc1ccccc1C(=O)NC(Cc1c[nH]c2ccccc12)C(=O)O)c1ccco1 (stereo not given) | 31.6 | 1.3 | 1.5 | -0.4 | x | -2.9 | i | 0.4 | -0.3 | -0.1
O=C1c2ccccc2C(=O)N1CCc1c[nH]c2ccc(O)cc12 | 19.8 | 0.2 | 3.1 | -2.2 | 1.6 | 13.9 | i | 14.2 | 0.0 | 1.7
CCOc1cc(C(=O)NCCCNC(=O)c2cc(OCC)c(OCC)c(OCC)c2)cc(OCC)c1OCC | 13.3 | 2.0 | 2.8 | x | 0.3 | 9.0 | i | 11.0 | -0.5 | 9.2
COc1cccc(NC(=O)C2C3C=CC4(O3)C2C(=O)N(CCCN2CCCC(C)C2)C4C(=O)NC2CCCCC2C)c1 (stereo not given) | 25.7 | -1.1 | -1.1 | 2.8 | -2.2 | -1.0 | i | -0.8 | -0.6 | -1.6
Cc1ccccc1Nc1nc(-c2sc(NC(=O)c3ccco3)nc2C)cs1 | 35.2 | 6.0 | -2.1 | 11.2 | 6.6 | -12.8 | i | 11.3 | 0.5 | 0.0
Cc1cc(C)nc(NC(=S)Nc2ccccc2)n1 | 14.8 | 0.6 | -0.7 | -0.6 | -11.5 | 51.4* | i | 26.4 | -0.7 | -3.4
COc1ccc(N(C)C(=O)c2oc(=O)c3ccccc3c2-c2ccc(C)cc2)c(OC)c1 | 10.5 | 5.7 | 5.2 | -4.2 | 1.8 | -11.5 | i | 0.4 | -3.2 | 1.3
CCOC(=O)CCCCC(=O)c1[nH]c(=O)[nH]c1CSc1nnc2c3cc(Br)ccc3n(C)c2n1 | 43.5 | -5.2 | -0.6 | -1.5 | x | 0.4 | i | -5.8 | -1.0 | 2.1
COc1ccc(CCNC(=O)c2c(O)c3c([nH]c2=O)CCCC3)cc1 | 24.4 | 3.7 | -0.7 | 3.1 | 4.6 | -13.3 | i | -7.7 | -1.8 | -0.9
c1ccc(Cn2c(SCc3cn4cccnc4n3)nnc2-c2ccco2)cc1 | 21.8 | -10.2 | 0.9 | -0.8 | -14.2 | -5.1 | i | 2.0 | -1.8 | -19.8
Cc1ccc(C(=O)N[C@@H](C)CN2C3=NC[C@H](C)N3C[C@H]2Cc2ccc(O)cc2)cc1Br | 19.1 | x | -0.1 | x | x | -14.8 | i | 0.1 | x | 0.1
CSc1nc2ccc(S(=O)(=O)N3CCc4ccccc43)cc2s1 | 13.0 | 0.9 | -2.0 | 0.3 | -1.2 | 9.2 | i | 1.1 | -1.5 | 0.2
CC(C)CCNC(=O)NC(=O)CSc1nnc2ccccn12 | 18.7 | 2.2 | 0.1 | 1.0 | -2.9 | 5.5 | i | -2.2 | -2.1 | 5.8

Source: PubChem (several laboratories)
